Rac1 mut GTP – GTP binding modulators of activated mutant Rac1, primary screen, biochemical, bead-based flow cytometry, multiplex, fluorescent GTP; Ras-related C3 botulinum toxin substrate 1 (Homo sapiens), P63000; GST-Rac1 activated beads; actives lie on both sides; 100% means binding = to untreated wells; AID 764, 2007; actives 0.11% (n = 190,000); percent activity (GTP binding), % at 10 µM;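 active = GTP binding at least 20 percentage points away from the 100% baseline, in either direction, so actives lie on both sides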
Pf gametocyte – late stage P. falciparum gametocyte viability inhibitors, primary screen, ATP luminescence, HTS; actives 0.065% (n = 150,000); P. falciparum stage V gametocytes, 24 h; inhibition, % at 10.9 µM; AID 743093, 2013;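 active = inhibition above the mean plus 3 SD of compounds within the control limits, set per campaign, cut at about 38% in these data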;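 note: 0% = DMSO wells and 100% = medium only without gametocytes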
Rab7 wt modul – modulators of GTP binding to Rab7, primary screen, biochemical, wildtype, multiplex bead flow cytometry. Rab7 GTPase wild type (dog), Bodipy-FL-GTP binding. GST-Rab7 beads, fluorescent GTP binding; actives lie on both sides; untreated = 100%, excess cold GTP = 0%. GTP binding activity (percent of control), % at 10 µM. actives 0.055% (n = 190,000). AID 758, 2007;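 active = fluorescent GTP binding to Rab7 beads changed by at least 20 points from the 100% baseline, either direction, mostly lower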;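 note: median green fluorescence of bound Bodipy-FL-GTP per Rab7 bead population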
ABCG2 block – ABCG2 efflux pump inhibitors, primary screen, multiplex with ABCB1, IgMXP3 cells, flow cytometry; Broad substrate specificity ATP-binding cassette transporter ABCG2 (Homo sapiens), Q9UNQ0; JC-1 efflux; inhibition, % at 6.6 µM; actives 0.1% (n = 190,000); AID 1325, 2008;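 active = inhibition above 80%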;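 note: 0% = DMSO and 100% = nicardipine control wells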
Target sequence (Q9UNQ0 whole entry, looked up): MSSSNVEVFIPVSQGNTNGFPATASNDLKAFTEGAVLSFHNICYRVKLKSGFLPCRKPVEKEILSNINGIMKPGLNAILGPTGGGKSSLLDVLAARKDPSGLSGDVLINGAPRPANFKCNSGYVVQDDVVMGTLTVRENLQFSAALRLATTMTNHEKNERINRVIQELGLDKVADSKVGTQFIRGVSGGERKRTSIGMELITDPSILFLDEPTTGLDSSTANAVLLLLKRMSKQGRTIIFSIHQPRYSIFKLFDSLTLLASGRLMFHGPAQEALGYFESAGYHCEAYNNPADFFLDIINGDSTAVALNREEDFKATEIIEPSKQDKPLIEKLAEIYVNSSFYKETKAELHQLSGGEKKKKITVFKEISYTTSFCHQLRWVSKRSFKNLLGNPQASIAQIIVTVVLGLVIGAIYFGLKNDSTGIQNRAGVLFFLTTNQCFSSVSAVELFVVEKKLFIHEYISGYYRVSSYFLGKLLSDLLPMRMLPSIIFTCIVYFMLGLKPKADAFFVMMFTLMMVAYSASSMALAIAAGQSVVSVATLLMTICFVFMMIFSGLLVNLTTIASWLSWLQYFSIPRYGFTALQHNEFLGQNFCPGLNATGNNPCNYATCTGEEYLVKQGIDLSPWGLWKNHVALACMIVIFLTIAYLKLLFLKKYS
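Test system: IgMXP3 cells (ABCG2) mixed with DDAO far-red-labelled CCRF-Adr cells (ABCB1). Reagent: JC-1 transporter substrate. Compound dosing: single test compound dose, 6.6 µM final. Times: 10 min compound exposure, 25 °C. Detection: flow cytometry of retained JC-1 fluorescence. Read-out basis: efflux inhibition in percent versus controls. Controls: nicardipine and DMSO wells.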
Rac1 wt modul – wildtype Rac1 GTP binding modulators, primary screen, biochemical, GST-Rac1 beads, flow cytometry, multiplex | actives 0.27% (n = 190,000) | Ras-related C3 botulinum toxin substrate 1 (Homo sapiens), P63000 | AID 757, 2007 | GTP binding activity (% of control), % at 10 µM | fluorescent GTP binding; actives lie on both sides; 0 = cold GTP competed, 100 = untreated;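 active = GTP binding activity at least 20 points away from the 100% control level, either lower or higher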
ABCB1 inh – ABCB1 efflux pump inhibitors, primary screen, cell-based, multiplex, flow cytometry, ABCG2 counter-screen | ATP-dependent translocase ABCB1 (Homo sapiens), P08183 | CCRF-Adr cells, JC-1 efflux | inhibition, % at 6.6 µM | actives 0.067% (n = 190,000) | AID 1326, 2008; in the data active = inhibition above about 40%;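 note: 0% = vehicle and 100% = reference inhibitor; higher value means more JC-1 retained so stronger ABCB1 efflux block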
Mcl1-Noxa inh – Mcl-1/Noxa binding inhibitors, primary screen, biochemical, TR-FRET, 1536-well. Induced myeloid leukemia cell differentiation protein Mcl-1 (Homo sapiens), Q07820. TR-FRET Mcl-1/Noxa peptide binding, 2 h. inhibition, % at 21.7 µM. actives 1.5% (n = 220,000);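 active = compounds that cut the protein-peptide binding signal by more than 50% relative to plate controls in a single-dose test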;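 note: His-tagged Mcl-1 with rhodamine Noxa BH3 peptide and terbium anti-His antibody; 0% = Mcl-1 plus Noxa peptide wells and 100% = peptide-only wells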
Avidin bead fluor – green autofluorescence of compounds with avidin beads – biophysical, 488/530 nm, flow cytometry, artefact control, profiling panel | compound fluorescence 488/530 nm; active compounds read high | fluorescence (KMESF) at 10 µM | actives 0.38% (n = 220,000); in the data active = fluorescence above about 47; note: inactives centre near 10
HRas wt GTP – modulators of GTP binding to HRas wildtype, primary screen, biochemical, bead-based flow cytometry, multiplex; GST-Ras wt beads, Bodipy-FL-GTP binding; actives lie on both sides; GTP binding activity, % at 10 µM; GTPase HRas (Homo sapiens), P01112; AID 759, 2007; actives 0.14% (n = 190,000);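 active = GTP binding activity at least 20% away from the 100% baseline, either lowered as inhibitor or raised as activator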;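 note: 0% = unlabeled GTP competition control and 100% = no-compound control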
Target sequence (P01112 whole entry, looked up): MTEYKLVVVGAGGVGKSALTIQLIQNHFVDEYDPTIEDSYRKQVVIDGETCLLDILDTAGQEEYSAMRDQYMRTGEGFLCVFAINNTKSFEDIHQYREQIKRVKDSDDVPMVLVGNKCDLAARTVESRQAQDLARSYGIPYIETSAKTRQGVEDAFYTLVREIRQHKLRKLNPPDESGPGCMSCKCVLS
Cdc42 wt GTP – modulators of GTP binding to wildtype Cdc42, primary screen, biochemical, multiplex bead flow cytometry, Bodipy-GTP. Cell division control protein 42 homolog (Homo sapiens), P60953. GST-Cdc42 beads; actives lie on both sides. percent activity (GTP binding), % at 10 µM. actives 0.2% (n = 190,000). AID 761, 2007;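 active = percent activity GTP binding at least 20 points away from the 100% baseline, either down as inhibitor or up as activator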;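 note: median bead fluorescence of bound Bodipy-FL-GTP at 100 nM; 0% = excess unlabeled GTP control and 100% = no compound control; below 100% means less GTP binding so inhibitor and above means activator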
Rab2A wt mod – modulators of GTP binding to Rab2A wildtype, primary screen, biochemical, dog, bead-based flow cytometry, multiplex. GST-Rab2 wt beads, Bodipy-GTP binding. GTP binding activity, % at 10 µM. actives 0.19% (n = 190,000). AID 760, 2007;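 active = GTP binding activity at least 20 points away from 100%, either lowered or raised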;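 note: 0% = beads with excess unlabeled GTP and 100% = no-compound control corrected for plate trend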
Active calls of the source: *; · = no result given. Some of the compounds tested; count on the stated rates, not on these rows.

Letters: A = Rac1 mut GTP; B = Pf gametocyte; C = Rab7 wt modul; D = ABCG2 block; E = Rac1 wt modul; F = ABCB1 inh; G = Mcl1-Noxa inh; H = Avidin bead fluor; I = HRas wt GTP; J = Cdc42 wt GTP; K = Rab2A wt mod
O=C(O)Cc1cn(-c2ccccc2)nc1-c1ccc(Cl)cc1
  A: 91.0	B: -23.2	C: 100.0	D: 5.4	E: 96.0	F: 1.1	G: 19.9	H: 14	I: 95.0	J: 92.0	K: 90.0
N=c1nc(N2CCCCC2)cc(N)n1O
  A: 98.0	B: ·	C: 96.0	D: 0.0	E: 101.0	F: -0.3	G: 4.4	H: 11	I: 97.0	J: 101.0	K: 97.0
Cc1scc2c1N(C(=O)CN1CCN(C)CC1)c1ccccc1NC2=O
  A: 93.0	B: ·	C: 98.0	D: -2.0	E: 96.0	F: 0.0	G: 9.7	H: 11	I: 94.0	J: 98.0	K: 98.0
CCCOc1ccc2nc(NC(=O)OC)[nH]c2c1
  A: 100.0	B: ·	C: 96.0	D: 1.6	E: 99.0	F: 0.4	G: 22.5	H: 6	I: 101.0	J: 104.0	K: 102.0
CCCC(=O)O[C@]1(C(=O)CCl)[C@@H](C)C[C@H]2[C@@H]3CCC4=CC(=O)C=C[C@]4(C)[C@@]3(F)C(=O)C[C@@]21C
  A: 98.0	B: ·	C: 95.0	D: 0.0	E: 102.0	F: 0.7	G: 2.7	H: 9	I: 99.0	J: 102.0	K: 98.0
COc1ccc(C(=O)c2ccccc2)c(O)c1
  A: 93.0	B: 17.9	C: 94.0	D: 2.7	E: 97.0	F: 0.3	G: 17.8	H: 11	I: 95.0	J: 98.0	K: 95.0
CCCCCCCCCCCCCCCC(O)C(N)CO (stereo unspecified)
  A: 95.0	B: ·	C: 92.0	D: 0.0	E: 98.0	F: 0.9	G: 25.6	H: 8	I: 94.0	J: 99.0	K: 94.0
O=C(c1ccccn1)N(Cc1cccs1)C1(C(=O)NC2CCCCC2)CCCCC1
  A: 97.0	B: ·	C: 102.0	D: 1.1	E: 99.0	F: 0.9	G: 10.6	H: 11	I: 101.0	J: 100.0	K: 101.0
CC(C)NNC(=O)c1ccncc1
  A: 98.0	B: ·	C: 97.0	D: 0.0	E: 100.0	F: 0.2	G: 23.6	H: 11	I: 98.0	J: 98.0	K: 97.0
CCN(CCCCOC(=O)c1ccc(OC)c(OC)c1)C(C)Cc1ccc(OC)cc1 (stereo unspecified)
  A: 96.0	B: ·	C: 107.0	D: 2.7	E: 101.0	F: 0.7	G: 36.0	H: 9	I: 100.0	J: 101.0	K: 100.0

Filtered by structure: those above with a Cl atom
Letters: A = Rac1 mut GTP; B = Pf gametocyte; C = Rab7 wt modul; D = ABCG2 block; E = Rac1 wt modul; F = ABCB1 inh; G = Mcl1-Noxa inh; H = Avidin bead fluor; I = HRas wt GTP; J = Cdc42 wt GTP; K = Rab2A wt mod
O=C(O)Cc1cn(-c2ccccc2)nc1-c1ccc(Cl)cc1
  A: 91.0	B: -23.2	C: 100.0	D: 5.4	E: 96.0	F: 1.1	G: 19.9	H: 14	I: 95.0	J: 92.0	K: 90.0
CCCC(=O)O[C@]1(C(=O)CCl)[C@@H](C)C[C@H]2[C@@H]3CCC4=CC(=O)C=C[C@]4(C)[C@@]3(F)C(=O)C[C@@]21C
  A: 98.0	B: ·	C: 95.0	D: 0.0	E: 102.0	F: 0.7	G: 2.7	H: 9	I: 99.0	J: 102.0	K: 98.0

The results go on.
Letters: A = Rac1 mut GTP; B = Pf gametocyte; C = Rab7 wt modul; D = ABCG2 block; E = Rac1 wt modul; F = ABCB1 inh; G = Mcl1-Noxa inh; H = Avidin bead fluor; I = HRas wt GTP; J = Cdc42 wt GTP; K = Rab2A wt mod
CC1(C)O[C@@H]2C[C@H]3[C@@H]4C[C@H](F)C5=CC(=O)C=C[C@]5(C)[C@@]4(F)[C@@H](O)C[C@]3(C)[C@]2(C(=O)CO)O1
  A: 99.0	B: ·	C: 102.0	D: -0.8	E: 102.0	F: -0.2	G: 7.4	H: 5	I: 101.0	J: 101.0	K: 100.0
CC(=O)Oc1ccc2c(C)cc(=O)oc2c1
  A: 101.0	B: -21.6	C: 99.0	D: 9.1	E: 103.0	F: 4.3	G: -3.3	H: 5	I: 98.0	J: 97.0	K: 100.0
CCCC(=O)O[C@]1(C(=O)COC(C)=O)CC[C@H]2[C@@H]3C[C@H](F)C4=CC(=O)C=C[C@]4(C)[C@@]3(F)[C@@H](O)C[C@@]21C
  A: 101.0	B: ·	C: 99.0	D: 0.0	E: 104.0	F: 0.3	G: 1.4	H: 9	I: 101.0	J: 102.0	K: 101.0
C/C(=N\NC(=S)NCc1ccccc1)C1CCCCC1
  A: 95.0	B: 4.1	C: 104.0	D: 16.4	E: 96.0	F: 1.6	G: -44.9	H: 12	I: 98.0	J: 93.0	K: 96.0
Cc1c(C)n(Cc2ccccc2)c2ccc(C(=O)OCCN(C)C)cc12
  A: 103.0	B: 12.0	C: 90.0	D: 11.4	E: 99.0	F: 1.4	G: 26.4	H: 10	I: 95.0	J: 97.0	K: 100.0
CCCCN(CCCC)CCCOC(=O)c1ccc(N)cc1
  A: 103.0	B: ·	C: 101.0	D: 4.1	E: 106.0	F: 0.9	G: 14.1	H: 7	I: 104.0	J: 105.0	K: 100.0
CC(C)(C)NCC(O)COc1cccc2c1C[C@H](O)[C@H](O)C2 (stereo partly specified)
  A: 98.0	B: ·	C: 96.0	D: 1.7	E: 99.0	F: -0.1	G: -18.9	H: 7	I: 96.0	J: 98.0	K: 100.0
COc1cc(C2Oc3cc(C4Oc5cc(O)cc(O)c5C(=O)C4O)ccc3OC2CO)ccc1O (stereo unspecified)
  A: 101.0	B: ·	C: 96.0	D: -1.6	E: 102.0	F: 0.1	G: 15.9	H: 4	I: 100.0	J: 95.0	K: 98.0

Filtered by structure: the entries above with four or more nitrogen atoms
Letters: A = Rac1 mut GTP; B = Pf gametocyte; C = Rab7 wt modul; D = ABCG2 block; E = Rac1 wt modul; F = ABCB1 inh; G = Mcl1-Noxa inh; H = Avidin bead fluor; I = HRas wt GTP; J = Cdc42 wt GTP; K = Rab2A wt mod
N=c1nc(N2CCCCC2)cc(N)n1O
  A: 98.0	B: ·	C: 96.0	D: 0.0	E: 101.0	F: -0.3	G: 4.4	H: 11	I: 97.0	J: 101.0	K: 97.0
Cc1scc2c1N(C(=O)CN1CCN(C)CC1)c1ccccc1NC2=O
  A: 93.0	B: ·	C: 98.0	D: -2.0	E: 96.0	F: 0.0	G: 9.7	H: 11	I: 94.0	J: 98.0	K: 98.0

Screens as filed in PubChem.
